proCasp7 act: activates human procaspase-7, counter-screen for procaspase-3 activators. activation, % at 8.5 µM. actives 0.093% (n = 330,000). recombinant procaspase-7, Ac-DEVD-pNA absorbance 405 nm; D23A/D198A/D206A triple mutant, cannot self-cleave; scale: DMSO 0, 5 µM enzyme 100. P55210;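 active means percent activation above the screen-wide mean plus 3 SD, cut at about 25% in these data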
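Test system: Procaspase-7 triple mutant (PC-7 D3A). Also added: Ac-DEVD-pNA substrate, 400 µM as added. Schedule: 1 h enzyme–compound preincubation and 2 h substrate reaction, both 25 °C. Signal: p-Nitroaniline absorbance at 405 nm, read at 0 and 120 min. Control set: low DMSO alone, high DMSO plus 5 µM PC-7.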
TPT1 inhibitor: C. albicans TPT1 enzyme inhibition; inhibition, % at 5 µM; actives 0.81% (n = 300,000); recombinant caTPT1, FP RNA substrate dephosphorylation; AID 1962;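 active means inhibition above the mean of all tested compounds plus 3 SD, set per screening campaign, cut at about 24% in these data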;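 further: plate controls were DMSO alone for no effect and ferristatin control at 100 nM for full effect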
PP5 primary: inhibitors of human protein phosphatase 5 (PP5); inhibition, % at 6.7 µM; purified PP5c, OMFP substrate fluorescence; actives 0.18% (n = 320,000);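 active means inhibition above the campaign's mean inhibition across all tested compounds plus 3 SD, cut at about 9.5% in these data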;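 further: 0% = DMSO only and 100% = 100 µM cantharidin control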
Target sequence (P53041 whole entry, looked up): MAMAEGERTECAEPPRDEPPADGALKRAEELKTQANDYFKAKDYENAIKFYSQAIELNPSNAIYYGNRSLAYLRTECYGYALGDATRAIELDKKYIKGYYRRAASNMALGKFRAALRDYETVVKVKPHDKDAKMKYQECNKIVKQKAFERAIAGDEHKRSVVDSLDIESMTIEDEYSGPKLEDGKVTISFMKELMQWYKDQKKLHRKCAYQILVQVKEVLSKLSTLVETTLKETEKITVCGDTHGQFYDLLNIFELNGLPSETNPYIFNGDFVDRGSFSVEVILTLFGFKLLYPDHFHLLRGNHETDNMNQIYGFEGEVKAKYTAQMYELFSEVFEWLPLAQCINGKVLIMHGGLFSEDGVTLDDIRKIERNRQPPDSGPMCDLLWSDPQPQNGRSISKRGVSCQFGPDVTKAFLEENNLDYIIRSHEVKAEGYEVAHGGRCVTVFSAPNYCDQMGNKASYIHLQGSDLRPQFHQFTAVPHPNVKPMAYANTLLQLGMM
Efflux pump inh: antifungal efflux pump inhibition, Nile Red retention; S. cerevisiae Candida pump triplex; inhibition, % at 10 µM; actives 0.44% (n = 330,000); AID 485275;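 active means plate passing quality check with inhibition over a set limit, or well fluorescence over plate mean plus 4 SD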;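 further: Nile Red retained in pooled yeast measured as flow cytometry median fluorescence; 0% = buffer negative control and 100% = Enniatin B positive control; higher means more Nile Red kept so more efflux inhibition; some compounds called inactive have numbers as strong as hits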
HCV core dimer: HCV core protein dimerization inhibition; TR-FRET GST/Flag-core106 dimerization, 1536-well; inhibition, % at 5 µM; actives 0.33% (n = 300,000); AID 1899;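 active means inhibition above the mean of all tested compounds plus 3 SD, set per screening campaign, cut at about 45% in these data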
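test system = GST/Flag-tagged HCV core106 proteins | probe or stimulus = Eu donor and XL665 acceptor anti-tag antibodies | times = compound-protein-antibody incubation 4 h at 22.5 °C | signal = TR-FRET, excitation 340 nm, emission 617 and 671 nm | measure = percent inhibition of core106 dimerization signal | controls = wells lacking GST-core106 and wells with excess unlabelled core106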
JMJD2C inh: blocks human GASC-1 demethylase activity. GST-JMJD2C(1-420) H3K9me3 demethylation, DELFIA europium. inhibition, % at 2.35 µM. actives 0.069% (n = 330,000);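 active means more than half of a compound's replicate wells show inhibition beyond 50%, single wells judged on their own value; inconclusive means some, but no more than half, of replicates pass 50% inhibition; inactive means no replicate passes 50% inhibition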;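 further: signal counts dimethyl H3K9 product captured on neutravidin plate; 0% = median of DMSO wells and 100% = 0.3 times that DMSO median; strong numbers were not always called active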
CTSL1 counter: counter-screen for PFM18AAP inhibitors: inhibitors of F. hepatica cathepsin L1. actives 0.49% (n = 300,000). inhibition, % at 5.96 µM. recombinant F. hepatica cathepsin L1, Z-Leu-Arg-MCA fluorescence;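 active means inhibition above the mean of all tested compounds plus 3 SD, set per screening campaign, cut at about 17% in these data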;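 further: 0% = plate median of test compound wells and 100% = 1 µM Z-Phe-Ala-diazomethylketone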
PP1 inh: blocks human PP1-alpha phosphatase, a PP5 counter-screen. actives 0.9% (n = 320,000). inhibition, % at 6.7 µM. purified PP1alpha, OMFP fluorescence. AID 2235. P62136;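 active means inhibition above the mean inhibition of all tested compounds plus 3 SD, computed separately for each screening campaign, cut at about 15% in these data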
procasp3 activ: procaspase-3 (human) activation. recombinant procaspase-3 D3A, Ac-DEVD-pNA absorbance 405 nm. activation, % at 8.5 µM. actives 0.11% (n = 330,000). AID 463141;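 active means activation above the mean of all tested compounds plus 3 SD, cut at about 21% in these data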;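 further: 0% = DMSO alone and 100% = DMSO wells spiked with extra 5 µM PC-3 D3A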
Target sequence (P42574 whole entry D9A/D28A/D175A): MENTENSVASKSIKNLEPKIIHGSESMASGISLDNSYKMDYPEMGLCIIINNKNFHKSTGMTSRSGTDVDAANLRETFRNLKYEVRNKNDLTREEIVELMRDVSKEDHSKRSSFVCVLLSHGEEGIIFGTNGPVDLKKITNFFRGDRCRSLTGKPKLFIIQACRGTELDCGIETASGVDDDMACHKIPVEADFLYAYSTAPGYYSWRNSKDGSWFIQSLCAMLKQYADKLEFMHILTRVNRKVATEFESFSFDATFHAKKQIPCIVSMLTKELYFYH
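material = Procaspase-3 D3A mutant | probe or stimulus = Ac-DEVD-pNA | compound = single dose, 8.5 µM nominal compound, 0.8% DMSO | timing = 1 h preincubation, 2 h reaction | measured by = 405 nm absorbance of p-nitroaniline, reads at 0 and 120 min | benchmarks = DMSO-only low control, 5 µM PC-3 D3A high control | repeats = singlicate, each compound tested once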
* = called active by the depositor; ? = inconclusive; / = not tested or not shown.

A first look, five compounds:
SMILES	proCasp7 act	TPT1 inhibitor	PP5 primary	Efflux pump inh	HCV core dimer	JMJD2C inh	CTSL1 counter	PP1 inh	procasp3 activ
COc1ccc(-n2c(O)c(/C=N/n3cnnc3)c3ccccc3c2=O)cc1	-2	1	-0.2	0.2	-7	8	-1	-3	-10
O=C(CN1CCN(c2ccccn2)CC1)N1CCc2ccccc21	7	-2	2.1	0.1	0	6	-2	-4	6
CCC(c1nnc(SCC(=O)N(C)c2ccccc2)n1Cc1ccccc1)N(C)C (stereo unspecified)	2	-1	-1.3	-0.2	0	4	1	-3	-3
CN1C(=O)CSc2ccc(NC(=O)N3CCc4ccccc43)cc21	8	0	-2.6	0.0	0	5	-1	-5	-4
Cc1nc(SCC(=O)N2CCCc3ccccc32)c2oc3ccccc3c2n1	-1	2	0.8	-0.1	0	4	2	-4	0

The listing, repeating the preview:
SMILES	proCasp7 act	TPT1 inhibitor	PP5 primary	Efflux pump inh	HCV core dimer	JMJD2C inh	CTSL1 counter	PP1 inh	procasp3 activ
COc1ccc(-n2c(O)c(/C=N/n3cnnc3)c3ccccc3c2=O)cc1	-2	1	-0.2	0.2	-7	8	-1	-3	-10
O=C(CN1CCN(c2ccccn2)CC1)N1CCc2ccccc21	7	-2	2.1	0.1	0	6	-2	-4	6
CCC(c1nnc(SCC(=O)N(C)c2ccccc2)n1Cc1ccccc1)N(C)C (stereo unspecified)	2	-1	-1.3	-0.2	0	4	1	-3	-3
CN1C(=O)CSc2ccc(NC(=O)N3CCc4ccccc43)cc21	8	0	-2.6	0.0	0	5	-1	-5	-4
Cc1nc(SCC(=O)N2CCCc3ccccc32)c2oc3ccccc3c2n1	-1	2	0.8	-0.1	0	4	2	-4	0
COCCN1C=C2C(=O)C(C)(OC(=O)C3CCCC3)C(=O)C(c3ccccc3)=C2C=C1CCCC(=O)OC (stereo unspecified)	-2	-7	0.8	0.2	4	0	9	-1	-3
Cn1c(=O)c2c(ncn2CC(=O)N/N=C/c2cn[nH]c2-c2ccc(F)cc2)n(C)c1=O	5	2	-1.2	0.0	-2	-14	2	1	1
CN(Cc1ccccc1)C(=O)c1[nH]cnc1C(=O)NCc1ccccc1	10	/	1.2	-0.5	/	-1	/	8	-1
Cc1c(C(=O)N/N=C/c2ccccc2)sc(=S)n1C	8	4	0.6	0.1	4	-3	-1	0	4
O=S(=O)(/C=C/c1ccccc1)NC1CCCCCC1	-7	-2	-2.9	0.1	-2	7	-3	4	-3
CN1CCN(C2CC(=O)N(c3ccc4c(c3)OCCO4)C2=O)CC1 (stereo unspecified)	5	-4	0.2	-0.1	-10	-1	-4	-1	-7
COc1ccccc1OCC(=O)Nc1ccc(S(=O)(=O)N2CCCC2)cc1	-64	-2	2.7	0.0	1	19	-3	4	3
CN(C)C1(CNCC(O)c2ccccc2)CCCCC1 (stereo unspecified)	4	1	0.1	-0.3	7	-363	1	-3	-3
Cn1c(Cn2nnc3ccccc32)nnc1SCC(=O)Nc1ccc2c(c1)OCO2	-1	-3	0.8	0.1	-6	8	-6	-2	11
Cc1ccc(Cl)cc1NC(=O)c1ccccn1	15	-2	0.4	0.1	3	-12	3	0	-5
Cc1cc(C)nc(-n2nc(C)cc2NC(=O)CNCc2ccccc2)n1	1	-2	1.3	0.2	-5	-6	0	-1	2
CCN1C(=O)[C@H]2[C@@H](c3ccc(-c4cccc(Cl)c4)cc3)N[C@@](Cc3ccccc3)(C(=O)OC)[C@H]2C1=O	5	-2	4.1	0.0	8	?	0	6	2
Cn1c(=O)c(=O)n(C)c2cc(N3CCCCC3)c(NS(=O)(=O)c3ccc(Br)cc3)cc21	-4	-1	2.7	0.5	-3	70	-3	2	1
Cn1cc(Br)c(C(=O)NC2C3CC4CC(C3)CC2C4)n1 (stereo unspecified)	23	-4	0.3	-0.1	-4	-12	0	-3	11
COc1ccc(CNC(=O)CCC(=O)N2CCN(S(=O)(=O)c3ccc(Cl)cc3)CC2)cc1	6	2	-1.1	0.0	3	-3	-1	-3	8

An excerpt from above in order of their number in TPT1 inhibitor, smallest number first:
smiles | TPT1 inhibitor | PP5 primary | Efflux pump inh | HCV core dimer | JMJD2C inh | procasp3 activ
CN1CCN(C2CC(=O)N(c3ccc4c(c3)OCCO4)C2=O)CC1 (stereo unspecified) | -4 | 0.2 | -0.1 | -10 | -1 | -7
O=S(=O)(/C=C/c1ccccc1)NC1CCCCCC1 | -2 | -2.9 | 0.1 | -2 | 7 | -3
Cn1c(=O)c(=O)n(C)c2cc(N3CCCCC3)c(NS(=O)(=O)c3ccc(Br)cc3)cc21 | -1 | 2.7 | 0.5 | -3 | 70 | 1
CN1C(=O)CSc2ccc(NC(=O)N3CCc4ccccc43)cc21 | 0 | -2.6 | 0.0 | 0 | 5 | -4
COc1ccc(-n2c(O)c(/C=N/n3cnnc3)c3ccccc3c2=O)cc1 | 1 | -0.2 | 0.2 | -7 | 8 | -10
COc1ccc(CNC(=O)CCC(=O)N2CCN(S(=O)(=O)c3ccc(Cl)cc3)CC2)cc1 | 2 | -1.1 | 0.0 | 3 | -3 | 8

(listing goes on)
SMILES	proCasp7 act	TPT1 inhibitor	PP5 primary	Efflux pump inh	HCV core dimer	JMJD2C inh	CTSL1 counter	PP1 inh	procasp3 activ
Cc1cc(=O)oc2cc(OCC3CC(c4ccccc4)=NO3)ccc12 (stereo unspecified)	-7	0	-0.2	-0.2	4	-6	-14	-2	1
CC(=O)c1ccc(NC(=O)CSc2nc(N3CCOCC3)nc(N3CCOCC3)n2)cc1	-9	2	1.9	0.1	-13	6	-7	-1	1
CCOc1ccc(NC(=O)c2sc(NC(C)=O)c(C(=O)OC)c2C)cc1	-4	-4	1.7	0.1	3	-5	4	-1	4
CCOC(=O)C1CCN(S(=O)(=O)c2ccc(C)c(C(=O)NC3CCCCC3)c2)CC1	19	-3	1.3	-0.4	-3	2	0	-2	9
O=C(N/N=C/c1cc([N+](=O)[O-])ccc1O)c1ccncc1	-10	-1	-1.1	0.0	-3	-4	3	-2	-4
COc1ccccc1NC(=O)C(=O)NCCC1CCCCN1S(=O)(=O)c1ccc(F)cc1 (stereo unspecified)	7	1	4.9	0.1	6	16	1	-1	4
COCCSc1ccccc1C(=O)Nc1ccc2c(c1)OCO2	-2	-4	-2.0	-0.1	4	44	3	-1	3
O=C(c1ccco1)N1CCN(C(=O)C2CC2)CC1	-4	2	1.8	-0.1	-5	6	-6	-1	-3
COc1cccc(C(=O)NCC2CCCN2S(=O)(=O)c2cccs2)c1 (stereo unspecified)	3	0	0.8	-0.1	4	-5	1	-4	-8
COc1ccc(CNC(=O)COC(=O)CCCOc2ccc(Cl)cc2Cl)cc1OC	11	0	-2.2	-0.4	-6	11	-3	5	-4
O=C(Nc1cccn2ncnc12)C(F)(F)F	4	4	-0.6	-0.1	4	6	1	-2	-1
CCOC(=O)C1(Cc2ccccc2)CCN(Cc2cccc3c2OCO3)CC1	9	-1	-1.1	0.0	-1	22	1	2	-11
O=C(Nc1nc2ccccc2s1)C1CC(=O)N(c2ccc(F)cc2)C1 (stereo unspecified)	2	2	0.0	-0.1	-1	-2	0	1	6
Cc1cccc(OCC(=O)NCCCNC(=O)c2cccnc2)c1	-8	0	1.0	0.1	-2	9	-5	5	4
Cc1[nH]c2ccccc2c1-c1nc(N)sc1C	-9	0	0.7	0.0	4	2	5	-1	-7
COc1ccc(C(=O)Nc2ccccc2C(=O)N2CCCCC2C)cc1 (stereo unspecified)	2	-3	2.5	-0.1	-12	-19	8	2	-1
O=C(Nc1cc(C(F)(F)F)ccc1N1CCOCC1)c1c(F)c(F)c(F)c(F)c1F	2	1	0.2	0.0	3	-6	-1	-3	1
O=C(O)c1cccc(NC(=O)c2ccccc2NC(=O)c2ccccc2F)c1	7	-1	0.2	0.1	1	7	1	1	1
CC1CCCC(C)N1CCCNC(=O)Cn1ncc2c([nH]c3ccccc32)c1=O (stereo unspecified)	-2	2	-0.1	0.0	8	-3	0	-3	-4
COC(=O)c1c(NC(=O)CN2C(=O)c3ccccc3C2=O)sc(Cc2ccc3c(c2)OCO3)c1C	4	1	0.1	0.1	10	16	6	15	-2
O=[N+]([O-])c1cc(S(=O)(=O)N2CCCC2)ccc1OCCOc1ccccc1	6	/	1.2	-0.1	/	6	/	2	8
CCOC(=O)c1c(NC(=O)C(Sc2ccccc2)c2ccccc2)sc(C(N)=O)c1C (stereo unspecified)	5	-2	4.1	0.0	13	-1	3	4	-3
COc1cc(-c2nnc3sc(-c4ccco4)nn23)cc(OC)c1OC	-5	-1	-2.6	0.0	6	-17	1	-1	6
O=C(NCCCCCNC(=O)c1cccnc1)c1cccnc1	-6	2	-0.9	0.0	-2	1	2	-3	-2
Nc1ccc[n+](Cc2ccccn2)c1	-3	-11	0.3	0.0	6	-5	0	-4	-1
Cc1ccc(S(=O)(=O)Nc2c(C)ccc3nsnc23)cc1	1	3	3.0	0.2	1	12	4	-1	7
CCC1(C)CC2(CCCN(CCC(O)(c3ccccc3)c3ccccc3)C2)CCO1 (stereo unspecified)	3	0	1.8	-0.1	-1	-4	-6	-2	-12
COc1ccc(C(=O)Nc2nc3cc4c(cc3s2)OCCO4)c(OC)c1	-1	-1	4.0	0.1	12	3	-2	-1	-3
Cc1cc(Cl)nc(Cl)c1C(=O)N1CCOCC1	-3	3	-0.2	0.5	5	-6	-2	-2	-6
NNc1ccc(Cl)nn1	4	4	1.3	-0.1	0	-17	0	1	9
COC(=O)c1ccc(CNS(=O)(=O)c2ccc3ccccc3c2)cc1	2	3	3.5	0.0	2	6	-1	3	4

Complete entries, looked up by structure.
NNc1ccc(Cl)nn1 across the screens: proCasp7 act: 4; TPT1 inhibitor: 4; PP5 primary: 1.3; Efflux pump inh: -0.1; HCV core dimer: 0; JMJD2C inh: -17; CTSL1 counter: 0; PP1 inh: 1; procasp3 activ: 9
CCOC(=O)c1c(NC(=O)C(Sc2ccccc2)c2ccccc2)sc(C(N)=O)c1C (stereo unspecified) across the screens: proCasp7 act: 5; TPT1 inhibitor: -2; PP5 primary: 4.1; Efflux pump inh: 0.0; HCV core dimer: 13; JMJD2C inh: -1; CTSL1 counter: 3; PP1 inh: 4; procasp3 activ: -3
